proKLK7 act: proKLK7 zymogen activators, primary screen, biochemical, fluorescence intensity; Kallikrein-7 (Homo sapiens), P49862; purified proKLK7, EDANS-DABCYL substrate fluorescence; 100% is mature enzyme control, 0% vehicle; activation, % at 7 µM; actives 0.9% (n = 370,000);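 active means activation above the mean of all tested compounds plus 3 SD, computed per campaign excluding outliers beyond control limits, cut at about 13% in these data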
TDP2 inh: human TDP2 enzyme inhibitors, primary screen, biochemical, epi absorbance, recombinant enzyme | Tyrosyl-DNA phosphodiesterase 2 (Homo sapiens), O95551 | T5PNP hydrolysis, p-nitrophenol absorbance 415 nm | inhibition, % at 12.8 µM | actives 0.34% (n = 370,000) | AID 720702, 2013;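 active means inhibition above the mean of all tested compounds plus 3 SD, set per campaign, cut at about 25% in these data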;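 further: 0% = DMSO with enzyme and 100% = buffer with substrate but no TDP2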
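test system = human TDP2 enzyme | input = TDP2 enzyme at 120 nM final | medium = 50 mM Tris-HCl pH 7.5 with Mg2+, KCl, DTT, BSA | also added = T5PNP substrate, 5 mM | times = 2 h at 37 °C | technique = epi absorbance | benchmarks = high control without enzyme, low control DMSO plus TDP2 | replication = each compound tested once, singlicate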
ARFGAP1 inh: inhibitors of rat ARFGAP1 GAP activity, primary screen, biochemical, fluorescence polarization, GDP tracer; Arfgap1-stimulated ARF1 GTP hydrolysis, GDP FP detection; inhibition, % at 16.5 µM; actives 0.26% (n = 360,000);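 active means inhibition above a per-plate limit, mean inhibition of low control wells plus 3 SD, cut at about 25% in these data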;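 further: 0% = DMSO wells with enzyme and 100% = wells lacking Arfgap1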
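Material: rat Arfgap1 catalytic domain, aa 1-136; also added: human ARF1(Δ1-17)-GTP substrate; compound dosing: one concentration, 16.5 µM, DMSO 1.26%; incubation: GTP hydrolysis reaction 2 h at 25 °C; measured by: Tracer-displacement fluorescence polarization with EDTA stop, 620/688 nm; evaluation: % inhibition from polarization; repeats: one replicate per compound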
LEDGF integ inh: blockers of LEDGF/p75-dependent integrase strand transfer – biochemical, TR-FRET, high throughput, primary screen; HIV-1 integrase (with human LEDGF/p75); TR-FRET IN-LEDGF/p75 DNA integration, Eu/Cy5; actives 0.64% (n = 370,000); AID 743269, 2014; inhibition, % at 3.7 µM;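 active means inhibition above the screen-wide mean plus 3 SD, cut at about 13% in these data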;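 further: signal is the Cy5 over europium emission ratio at 671 and 618 nm; 0% = plate median of compound wells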
ASAP1 inh: inhibitors of human ASAP1 ArfGAP activity, primary screen, biochemical, fluorescence polarization. actives 0.19% (n = 360,000). Arf-GAP with SH3 domain, ANK repeat and PH domain-containing protein 1 (Homo sapiens), …. ASAP1-stimulated ARF1 GTP hydrolysis, GDP FP detection. inhibition, % at 16.5 µM. AID 624377, 2012; in the data active means inhibition above about 25%;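 further: 0% = vehicle with enzyme and substrate and 100% = no enzyme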
PLCg1 inh: PLC-gamma1 enzyme inhibitors, primary screen, biochemical, fluorescence, purified enzyme | inhibition, % at 12.2 µM | actives 0.84% (n = 370,000) | 1-phosphatidylinositol 4,5-bisphosphate phosphodiesterase gamma-1 (Homo sapiens), P19174 | AID 720700, 2013 | fluorogenic substrate; in the data active means inhibition above about 9.5%
Target sequence (P19174 whole entry, looked up): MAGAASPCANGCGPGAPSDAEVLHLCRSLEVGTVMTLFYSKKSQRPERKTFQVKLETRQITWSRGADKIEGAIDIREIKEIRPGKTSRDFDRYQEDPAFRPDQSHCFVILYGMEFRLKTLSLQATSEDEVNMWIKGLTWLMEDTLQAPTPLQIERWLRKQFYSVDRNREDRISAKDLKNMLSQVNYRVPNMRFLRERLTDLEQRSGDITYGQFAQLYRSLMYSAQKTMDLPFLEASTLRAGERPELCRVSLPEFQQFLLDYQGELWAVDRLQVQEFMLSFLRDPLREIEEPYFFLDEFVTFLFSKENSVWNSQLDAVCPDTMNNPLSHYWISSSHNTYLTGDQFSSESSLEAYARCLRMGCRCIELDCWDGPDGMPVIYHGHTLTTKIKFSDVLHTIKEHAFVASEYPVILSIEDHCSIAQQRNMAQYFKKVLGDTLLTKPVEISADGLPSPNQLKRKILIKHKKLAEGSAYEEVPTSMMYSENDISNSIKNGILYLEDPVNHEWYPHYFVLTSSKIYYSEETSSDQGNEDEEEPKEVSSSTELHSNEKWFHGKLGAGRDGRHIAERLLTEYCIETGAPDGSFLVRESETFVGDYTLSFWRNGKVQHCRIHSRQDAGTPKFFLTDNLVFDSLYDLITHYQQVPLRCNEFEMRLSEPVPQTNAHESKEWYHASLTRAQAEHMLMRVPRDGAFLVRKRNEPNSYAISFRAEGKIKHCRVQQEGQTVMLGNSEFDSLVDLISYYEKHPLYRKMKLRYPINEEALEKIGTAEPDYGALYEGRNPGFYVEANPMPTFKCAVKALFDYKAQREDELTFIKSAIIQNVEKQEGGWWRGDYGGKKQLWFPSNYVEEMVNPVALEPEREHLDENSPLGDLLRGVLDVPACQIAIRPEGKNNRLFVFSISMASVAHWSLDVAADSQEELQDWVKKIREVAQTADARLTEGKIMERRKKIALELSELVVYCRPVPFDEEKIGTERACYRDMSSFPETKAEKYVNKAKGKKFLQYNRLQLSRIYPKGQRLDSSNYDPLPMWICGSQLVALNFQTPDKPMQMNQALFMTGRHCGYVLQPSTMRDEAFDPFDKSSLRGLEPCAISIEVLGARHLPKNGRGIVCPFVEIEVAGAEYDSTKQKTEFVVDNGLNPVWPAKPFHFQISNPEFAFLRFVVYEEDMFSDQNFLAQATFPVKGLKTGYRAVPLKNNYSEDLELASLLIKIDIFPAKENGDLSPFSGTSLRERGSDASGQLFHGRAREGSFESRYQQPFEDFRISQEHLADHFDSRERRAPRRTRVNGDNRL
ADAM10 inh: human ADAM10 inhibitors, primary screen, biochemical, QFRET, HTS; actives 0.62% (n = 370,000); Disintegrin and metalloproteinase domain-containing protein 10 (Homo sapiens), O14672; recombinant ADAM10, EDANS/DABCYL FRET peptide cleavage, 3 h; inhibition, % at 7 µM;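 active means inhibition above a per-campaign cutoff equal to the mean of compounds falling between control-based bounds plus 3 SD, cut at about 20% in these data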;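 further: 0% = DMSO wells while the 100% control is not disclosed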
ADAM17 inh: ADAM17 inhibitors, primary screen, biochemical, QFRET | inhibition, % at 6.95 µM | AID 720648, 2013 | Disintegrin and metalloproteinase domain-containing protein 17 (Homo sapiens), P78536 | actives 0.83% (n = 370,000) | recombinant ADAM17, EDANS/DABCYL FRET peptide cleavage;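 active means inhibition above the mean of compounds lying between control limits plus 3 SD, set per campaign, cut at about 8.5% in these data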;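 further: 0% = DMSO-only wells as the low control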
DDE Tn7 FP inh: inhibitors of Tn7 peptide binding to fibrin DD(E), primary screen, biochemical, fluorescence polarization, human fibrin, Tn7 probe; Fibrinogen beta chain (Homo sapiens), P02675; actives 0.13% (n = 370,000); FP displacement of FITC-Tn7 peptide from fibrin DD(E); 0% = median of compound wells per plate; inhibition, % at 8.3 µM;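 active means inhibition above the mean of compounds falling within the control limits plus 3 SD of them, cut at about 14% in these data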;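 further: 0% = plate median of compound wells and 100% = 10 µM Aha-Tn7 peptide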
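Assay system: Human fibrin DD(E) protein | Medium: Tris buffer with calcium and detergent, pH 7.8 | Reagent: 0.1 µM fluorescent Tn7 | Compound dosing: Single point at 8.3 µM | Times: 10 min preincubation, 3 h with tracer, room temperature | Detection: Fluorescence polarization of the labelled Tn7 tracer | Controls: Aha-Tn7 high control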
DDE Tn6 FP inh: inhibitors of Tn6 peptide binding to fibrin DD(E), primary screen, biochemical, fluorescence polarization, human fibrin, Tn6 probe. AID 720509, 2013. actives 0.21% (n = 370,000). Fibrin DD(E) TRITC-Tn6 fluorescence polarization displacement. inhibition, % at 8.3 µM;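 active means inhibition above a per-campaign cutoff: mean of compounds within control limits plus 3 SD, cut at about 15% in these data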;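 further: 0% = median of all compound wells on the plate and 100% = blocking peptide control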
Numbers without * were called inactive; nt = not tested or not shown.

SMILES	proKLK7 act	TDP2 inh	ARFGAP1 inh	LEDGF integ inh	ASAP1 inh	PLCg1 inh	ADAM10 inh	ADAM17 inh	DDE Tn7 FP inh	DDE Tn6 FP inh
COc1ccc(CNC(=S)Nc2ccc3nc(N4CCOCC4)cc(C)c3c2)cc1	2.9	3.2	-4.4	0.4	2.8	-43.7	-209.7	-39.0	2.6	3.0
Cc1cc(C)c(N2C(=O)C3C4CC(=O)C(c5ccccc54)C3C2=O)c(C)c1 (centres undefined)	-0.3	3.7	-4.8	0.1	5.4	0.2	-3.1	-6.6	-2.1	0.6
O=C(Cn1c(NCCO)nc2ccccc21)NCC1CCCO1 (centres undefined)	-0.2	-6.2	0.5	-1.2	6.7	2.4	6.8	0.8	-7.8	-2.1
CN(C(=O)CSc1nc2ccc([N+](=O)[O-])cc2s1)C1CCS(=O)(=O)C1 (centres undefined)	-0.1	4.7	-5.0	-2.1	-9.8	0.2	-0.8	-2.1	-4.0	-5.8
COc1ccc(C(=O)Nc2ccc(O)c3ccccc23)cc1OC	0.2	16.8	-4.8	-1.6	-7.8	-7.9	-0.7	-3.7	5.8	-1.0
Cc1ccc(C(=O)CC2(O)C(=O)Nc3ccccc32)s1 (centres undefined)	0.2	2.3	3.0	5.9	-5.6	2.7	-1.5	-5.5	2.3	0.7
CCN(C(=O)COC(=O)C1=COCCO1)c1c(N)n(Cc2ccccc2)c(=O)[nH]c1=O	0.6	-24.7	5.7	-1.6	10.8	2.5	7.8	-0.3	-6.1	0.1
O=C(CSc1nc2ccccc2c(=O)n1CC1CCCCC1)N1CCOCC1	0.0	-1.1	0.8	3.4	-10.2	2.3	12.0	0.3	-4.6	-1.1
Cc1cccc(OCc2nc(C)cc(=O)[nH]2)c1	0.0	-1.7	1.8	-4.4	-5.9	0.0	-3.8	0.7	0.8	3.9
Cc1n[nH]c(C)c1S(=O)(=O)N1CCCC(C(=O)NCc2ccccc2Cl)C1 (centres undefined)	-0.1	9.0	-5.8	-0.6	-0.4	2.0	-5.7	-2.6	5.3	4.8
CC1(C(=O)NS(=O)(=O)c2ccccc2C(F)(F)F)CCN1C(=O)CC1CCCC1 (centres undefined)	0.0	-8.2	1.4	3.8	-12.4	4.5	-10.4	-2.5	9.0	-2.1
CC1(C)C(=O)Nc2ccccc2N1C(=O)c1ccc([N+](=O)[O-])cc1	0.0	5.1	2.4	-0.3	-11.8	-1.3	-0.2	-0.2	-0.4	2.4
CCN(CC)S(=O)(=O)c1cccc(-c2nnc(SCC(=O)NC3CCCC3)n2N)c1	0.3	-2.5	0.3	8.0	-6.6	4.9	2.7	-0.5	-2.7	2.2
Cc1nc(NC(=O)C23CCC(C)(C(=O)O2)C3(C)C)sc1C (centres undefined)	0.9	7.3	7.4	1.7	-13.8	-10.0	1.6	-6.5	3.6	-1.2
O=C(Nc1ccc2c(c1)OCCO2)c1cccc(S(=O)(=O)N2CCOCC2)c1	0.6	13.0	0.4	-2.1	-4.9	-0.2	-0.1	-2.6	6.3	3.3
CC(=O)Nc1nnc(SCc2ccccc2F)s1	-0.6	4.4	3.6	3.2	7.5	-42.8	-0.9	-3.4	2.1	5.5
COc1ccccc1NC(=O)NNC(=O)c1ccc2ccccc2c1	-0.1	-0.2	6.9	-4.3	-3.6	0.2	6.4	4.2	2.7	-4.9
CCOc1ccc(CCNC(=O)Cn2cccc2C(=O)c2ccccc2C)cc1OCC	-0.1	-14.5	-0.5	1.2	-8.7	0.4	3.9	5.2	-11.0	-9.6
CNC[C@@H]1Oc2c(NS(C)(=O)=O)cccc2C(=O)N([C@@H](C)CO)C[C@H]1C	0.4	-5.2	-10.0	0.8	-4.0	-0.3	-7.7	6.0	-7.0	0.7
COC(=O)c1ccc(C)c(NC(=O)CN2C(=O)c3ccccc3S2(=O)=O)c1	-0.6	4.8	-6.4	1.5	1.1	-0.7	3.6	-1.7	-3.1	-3.8
Cc1cc(OCC(=O)N(C)Cc2ccccc2)ccc1Cl	-0.1	-2.9	-10.5	-2.1	5.2	-0.4	2.5	0.2	-0.9	0.6
CCOc1ccc(-n2nc3ccc(N)cc3n2)cc1	7.4	19.0	-1.2	4.0	-9.2	-423.8	-201.5	-95.0	-0.1	0.1
CCCCCCC[N+](CC)(CC)CCCCc1ccc(Cl)cc1	0.0	-3.2	-1.2	-6.0	1.4	8.5	-13.9	-5.6	1.3	-5.6
Cc1ccc(S(=O)(=O)CCC(=O)OCC(=O)c2c[nH]c3ccccc23)cc1	0.4	-11.5	7.9	-2.1	6.5	3.0	-9.5	1.3	5.0	-6.0
COC(=O)N/N=C/c1cccc([N+](=O)[O-])c1	-0.1	-17.6	2.3	1.0	-6.8	1.7	9.6	1.6	-4.5	-4.0
Next section:
SMILES	proKLK7 act	TDP2 inh	ARFGAP1 inh	LEDGF integ inh	ASAP1 inh	PLCg1 inh	ADAM10 inh	ADAM17 inh	DDE Tn7 FP inh	DDE Tn6 FP inh
Cc1cc(C)c(NC(=O)CN(C)C(=O)CCC(=O)c2ccc(C)s2)c(C)c1	0.2	-10.2	-3.0	-1.2	5.2	-7.1	-2.2	-5.5	-1.5	12.2
COc1ccc(NC(=O)CN(C)C(=O)c2cn(-c3ccccc3)nc2-c2ccc(OC)cc2)cc1	0.8	-21.5	5.4	3.6	-8.4	6.6	25.7*	7.1	-0.5	-2.4
Cc1ccc(OCCC(=O)OCC(=O)NC2CCCC(C)C2C)cc1 (centres undefined)	0.3	0.8	7.3	-3.0	-6.7	6.9	-9.1	1.8	0.2	2.9
COc1ccc(N2Cc3ccccc3C2=NC(=O)c2cccc([N+](=O)[O-])c2)cc1	-0.2	6.4	4.4	-0.2	-7.5	-2.1	0.2	0.9	8.0	-1.5
CCC(=O)N1CCc2cc(Br)c(S(=O)(=O)N3CCC(C(=O)NCCCOC(C)C)CC3)cc21	0.1	-3.9	nt	-3.1	nt	-0.8	-9.8	-2.2	-4.2	6.5
CCOc1ncccc1C(=O)N1CCN(Cc2ccc3c(c2)OCO3)CC1	0.2	3.0	13.2	1.6	13.8	-0.8	-4.8	-5.9	-3.0	-6.3
O=S(=O)(Nc1ccc(Br)cn1)c1ccc2ccccc2c1	0.5	20.0	-3.2	2.2	-4.6	-1.8	1.8	-1.7	-1.3	5.5
CCOCCCNC(=O)c1oc2ccc3c(c2c1C)C(O)CC(C)(C)O3 (centres undefined)	1.3	-15.4	16.4	-3.1	1.6	-56.0	-226.3	-119.4	-0.9	-2.8
O=C(COC(=O)/C=C/c1ccccc1)NC1CC1	-0.3	7.8	7.7	0.0	10.1	2.3	-9.6	1.5	3.3	3.2
O=C(Nc1ccccc1)Oc1ccc[nH]c1=O	0.7	10.8	1.4	-1.7	0.3	-4.3	-1.3	-7.7	3.2	-1.3
O/N=C/c1cc(Cl)ccc1OCc1ccccc1Cl	0.0	2.9	22.9	2.1	-5.0	-3.2	23.1*	5.0	1.1	-1.1
Cc1cc(C(C)(C)C)oc1C(=O)N1CCN(C(=O)c2oc(C(C)(C)C)cc2C)CC1	-0.3	-1.9	9.8	-1.6	-0.6	-0.7	-4.9	-4.9	1.3	5.9
NS(=O)(=O)c1ccc(NC2(C(=O)O)CCCC2)cc1	-0.3	17.4	7.3	-2.4	8.5	-1.5	-2.9	-2.1	2.4	9.4
COc1ccc(/C=N/NC(=S)Nc2cccc(C(=O)O)c2)cc1	-0.4	-1.9	19.5	10.3	5.9	-7.5	0.7	1.9	7.5	7.0

Rewritten with bars between the fields: part of the list above
Molecule | proKLK7 act | TDP2 inh | ARFGAP1 inh | LEDGF integ inh | ASAP1 inh | PLCg1 inh | ADAM10 inh | ADAM17 inh | DDE Tn7 FP inh | DDE Tn6 FP inh
Cc1cc(C)c(NC(=O)CN(C)C(=O)CCC(=O)c2ccc(C)s2)c(C)c1 | 0.2 | -10.2 | -3.0 | -1.2 | 5.2 | -7.1 | -2.2 | -5.5 | -1.5 | 12.2
COc1ccc(NC(=O)CN(C)C(=O)c2cn(-c3ccccc3)nc2-c2ccc(OC)cc2)cc1 | 0.8 | -21.5 | 5.4 | 3.6 | -8.4 | 6.6 | 25.7* | 7.1 | -0.5 | -2.4
Cc1ccc(OCCC(=O)OCC(=O)NC2CCCC(C)C2C)cc1 (centres undefined) | 0.3 | 0.8 | 7.3 | -3.0 | -6.7 | 6.9 | -9.1 | 1.8 | 0.2 | 2.9
COc1ccc(N2Cc3ccccc3C2=NC(=O)c2cccc([N+](=O)[O-])c2)cc1 | -0.2 | 6.4 | 4.4 | -0.2 | -7.5 | -2.1 | 0.2 | 0.9 | 8.0 | -1.5
CCC(=O)N1CCc2cc(Br)c(S(=O)(=O)N3CCC(C(=O)NCCCOC(C)C)CC3)cc21 | 0.1 | -3.9 | nt | -3.1 | nt | -0.8 | -9.8 | -2.2 | -4.2 | 6.5
CCOc1ncccc1C(=O)N1CCN(Cc2ccc3c(c2)OCO3)CC1 | 0.2 | 3.0 | 13.2 | 1.6 | 13.8 | -0.8 | -4.8 | -5.9 | -3.0 | -6.3
O=S(=O)(Nc1ccc(Br)cn1)c1ccc2ccccc2c1 | 0.5 | 20.0 | -3.2 | 2.2 | -4.6 | -1.8 | 1.8 | -1.7 | -1.3 | 5.5
CCOCCCNC(=O)c1oc2ccc3c(c2c1C)C(O)CC(C)(C)O3 (centres undefined) | 1.3 | -15.4 | 16.4 | -3.1 | 1.6 | -56.0 | -226.3 | -119.4 | -0.9 | -2.8
O=C(COC(=O)/C=C/c1ccccc1)NC1CC1 | -0.3 | 7.8 | 7.7 | 0.0 | 10.1 | 2.3 | -9.6 | 1.5 | 3.3 | 3.2

High-throughput results deposited in PubChem by The Scripps Research Institute Molecular Screening Center.
